# TbREL1 inh – TbREL1 RNA ligase inhibitors, primary screen, biochemical, FRET fluorescence; TbREL1 RNA ligation; inhibition, % at 9.66 µM; 0.49% of 89,000 active; AID 1117264, 2014;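 active = inhibition above the mean inhibition across all screened compounds plus 3 SD, cut at about 11% in these data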;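 note: 0% = plate median of test wells and 100% = NSC42067 control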
# Target sequence (P86926 whole entry, looked up): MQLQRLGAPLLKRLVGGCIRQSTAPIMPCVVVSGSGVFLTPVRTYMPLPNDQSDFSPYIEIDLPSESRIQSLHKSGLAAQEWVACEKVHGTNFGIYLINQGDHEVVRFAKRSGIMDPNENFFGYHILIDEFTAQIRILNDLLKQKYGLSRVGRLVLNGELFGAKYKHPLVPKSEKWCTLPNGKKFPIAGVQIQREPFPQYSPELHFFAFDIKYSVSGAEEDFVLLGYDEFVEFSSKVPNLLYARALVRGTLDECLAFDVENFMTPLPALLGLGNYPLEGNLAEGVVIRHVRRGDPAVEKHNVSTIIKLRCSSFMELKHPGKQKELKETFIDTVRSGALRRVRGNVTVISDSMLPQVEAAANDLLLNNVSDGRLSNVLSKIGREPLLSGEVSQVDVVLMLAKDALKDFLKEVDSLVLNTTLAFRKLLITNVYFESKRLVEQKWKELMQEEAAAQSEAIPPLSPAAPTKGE
# An asterisk follows results filed as active.
Structure,TbREL1 inh
Cn1nnnc1SCC(=O)Nc1c(Cl)cccc1Cl,0
COc1cccc(NC(=O)c2ccccc2)c1,1
Nc1nnc(Cc2cccc(Br)c2)s1,4
O=C(CSc1nc2c(c(=O)[nH]1)CCCC2)N1CCCCC1,0
CCc1cccc2c(C#N)cn(CC(=O)NCc3ccco3)c12,1
O=C(CO/N=C/c1ccc(OC(F)F)cc1)NC1CCCCCC1,2
C[C@H](CO)N1C[C@H](C)[C@@H](CN(C)C(=O)Nc2ccc3c(c2)OCO3)Oc2ccc(NS(=O)(=O)c3cn(C)cn3)cc2C1=O,4
CSc1nc2ccc(S(=O)(=O)N3CCCCC3)cc2s1,6
Fc1ccc(-n2c(CN3CCCCC3)n[nH]c2=S)cc1,0
COc1ccc(OC)c(S(=O)(=O)n2c(CN3CCOCC3)nc3ccccc32)c1,2
C/C(Cl)=C/Cn1c(SCC(C)C)nc2c1c(=O)[nH]c(=O)n2C,6
COc1ccc(NC(=O)C/C(C)=N/NC(=O)c2ccco2)c([N+](=O)[O-])c1,3

# (continued)
Structure,TbREL1 inh
CCN(C(=O)CN(C)Cc1cccc(Cl)c1Cl)c1c(N)n(Cc2ccccc2)c(=O)[nH]c1=O,-5
O=C(c1cccnc1)N1CCN(S(=O)(=O)c2ccc(F)cc2)CC1,0
C/C=C/c1cccc(-c2nc(C(=O)NC3Cc4ccccc4C3)cc3c2[C@@H](CCO)N(C(C)=O)C3)c1,-6
Fc1ccc(/C=N/Nc2cc(N3CCOCC3)ncn2)cc1,1
COc1ccc(C2CC(=O)Oc3cc(C)cc(C)c32)cc1 (stereo not given),4
COc1cc(-c2noc(C)c2C#Cc2ccc(N)cc2)cc(OC)c1OC,-1
CC1(C)CC2(CCCN(CC(O)(c3ccccc3)c3ccccc3)C2)CCO1 (stereo not given),-1
Cc1ccc(C(c2nnnn2CC2CCCO2)N2CCN(C(=O)c3ccco3)CC2)cc1 (stereo not given),1
O=C1/C(=C/c2cccs2)SC(=S)N1c1ccccc1,8
COc1cccc(CNc2nc3ccc(C)cc3n3cnnc23)c1,1
Cc1ccccc1S(=O)(=O)Nc1cccnc1,-1
Cc1[nH]c2ccccc2c1C(=O)C(C)OC(=O)c1ccc([N+](=O)[O-])o1 (stereo not given),0

# (next part)
Structure,TbREL1 inh
O=C(COC(=O)CCC(=O)c1ccc(Cl)cc1)NCCc1ccccc1,-2
Cc1cccc(N2CCN(C(=O)c3cc4c(=O)n(C)c5ccccc5c4n3C)CC2)c1C,-3
CCOC(=O)c1c(C)[nH]c(C)c1C(=O)CSc1nc2ccccc2n1CCC#N,-3
CC1CCC2(CC1)NC(=O)N(NC(=O)c1cc3ccccc3o1)C2=O (stereo not given),0
COc1ccc(NC(=O)C2CCN(S(=O)(=O)c3ccc(Br)s3)CC2)cc1OC,-2
CC(C)[C@H]1CN=C2N(CCNC(=O)CCC3CCCCC3)[C@H](Cc3ccc(O)cc3)CN21,10
Cc1ccc(-c2c(C)c(-c3ccc(F)cc3)nc(N)c2C#N)o1,0
COC(=O)[C@@]1(Cc2ccc(OC)cc2)[C@@H]2C(=CC(=O)[C@H]2CC(=O)C(=O)N(C)C)CN1C(=O)c1ccccc1,-1
N#CCC(CNc1ncc(C(F)(F)F)cc1Cl)OC(=O)c1ccc(Cl)cc1 (stereo not given),0
Cc1nn(-c2ccccc2)c(C)c1/C=N/NC(=O)c1cc(-c2ccc(Cl)s2)[nH]n1,1
CC(=O)Oc1ccc2c(c1)c(C(C)=O)c(C)n2C,1
CC(=O)c1ccc(S(=O)(=O)Nc2ccc3c(c2)OCO3)cc1,-4

# Arranged by molecular weight (smallest number first): some entries from above.
Structure,TbREL1 inh
CC(=O)Oc1ccc2c(c1)c(C(C)=O)c(C)n2C,1
CC(C)[C@H]1CN=C2N(CCNC(=O)CCC3CCCCC3)[C@H](Cc3ccc(O)cc3)CN21,10
COc1ccc(NC(=O)C2CCN(S(=O)(=O)c3ccc(Br)s3)CC2)cc1OC,-2

# Next part:
Structure,TbREL1 inh
COc1cc(/C=N/NC(=O)CCc2n[nH]c(=O)[nH]c2=O)ccc1O,-3
COc1ccc(C2=C(Nc3ccc(F)cc3)c3ccccc3C2=O)cc1,-3
CC(C)(C)c1ccc(-c2nnc(SCC(=O)Nc3ccc4cn[nH]c4c3)n2-c2ccc(Cl)cc2)cc1,4
CC(C)c1ccc(NC(=O)C(c2ccccc2)N(C)C(=O)CCc2c[nH]c3ccccc23)cc1 (stereo not given),-1
CCCCC(=O)Nc1ccc2oc(-c3ccncc3)nc2c1,-1
CC1CCC2(CC1)NC(=O)N(CC(=O)N1CCc3ccccc3C1)C2=O (stereo not given),0
CC(C(=O)N1CCN(c2ccc([N+](=O)[O-])cc2)CC1)N1C(=O)C2CC=CCC2C1=O (stereo not given),-1
Cc1ccccc1CNC(=O)C1CCC(=O)N(Cc2cccc(F)c2)C1 (stereo not given),8
O=C(Nc1ccccc1-c1ccccc1)c1ccc(NC(=O)c2ccco2)cc1,-2
CCOc1ccccc1-n1c(=S)sc2c(=O)n(-c3ccc(C)cc3)c(=S)[nH]c21,-6
O=[N+]([O-])c1cnccc1Nc1ccc(F)cc1,5
C[C@@H]1CCN(C2CC2)S(=O)(=O)c2ccc(N3CC[C@H](O)C3)cc2O1,-5

# Continuation:
Structure,TbREL1 inh
Cc1cc(C(=O)NNC(=S)NC(=O)/C=C/c2ccccc2Cl)n[nH]1,-11
CCc1ccc(NC(=O)CSc2ccccn2)cc1,0
O=c1[nH]c2cc3c(cc2cc1C(c1nnnn1C1CCCC1)N1CCCc2ccccc21)OCCO3 (stereo not given),0
Cc1ccccc1-c1nc(S(=O)(=O)c2ccccc2)c(N2CCCC2)o1,-1
N#Cc1ccc(-c2nc3ccc(Cl)cn3c2Cc2ccccc2C(F)(F)F)cc1,1
COc1ccc(N2C(=O)CS/C2=N\C(=S)Nc2ccccc2)cc1,-5
Cc1nn(C)c(C)c1S(=O)(=O)N1CCC(C(=O)NCCC2=CCCCC2)CC1,-5
CCOC(=O)c1c(C)[nH]c(C(=O)COC(=O)CN2C(=O)C3CCCCC3C2=O)c1C (stereo not given),0
Cc1cc(N2CCCC2=O)ccc1S(=O)(=O)NCCOc1ccccc1,-2
COc1ccc(NC(=O)CN2C(=O)NC3(CCCCCC3)C2=O)cc1Cl,-1
CCc1nc2c(OCC=C(C)C)cccn2c1N(C)C(=O)c1ccc(OC)cc1,-8
C[C@@H]1[C@@H](O)C[C@@]2(C[C@H](O)c3cc(F)ccc3O2)O[C@H]1c1ccccc1Cl,0

# The results go on:
Structure,TbREL1 inh
CCOC(=O)Cc1c(C)nc2c(-c3cccc(Br)c3)c[nH]n2c1=O,-4
O=C(CCCC(=O)OCC(Cl)=C(Cl)Cl)Nc1ccccc1,1
CCCN(C1CCS(=O)(=O)C1)S(=O)(=O)c1ccc(F)cc1 (stereo not given),6
O=C(Cc1noc2ccccc12)Nc1ccccn1,-1
Cc1cccc(N2C(=O)SC(N(CC(=O)O)c3cccc(C)c3)C2=O)c1 (stereo not given),-3
Cc1ccc(CNC(=O)c2ccc3c(=O)n(CCCN4CCCC4=O)c(=S)[nH]c3c2)cc1,-3
c1ccc(Cn2c(Cn3c(-c4cnccn4)nc4ccccc43)nc3ccccc32)cc1,-4
CCOc1ccc(N2C(=O)C3CCCN3C2=O)cc1 (stereo not given),1
O=C1CCCCC1Nc1ccc([N+](=O)[O-])cc1 (stereo not given),18*
O=C(NCCc1ccccc1Cl)[C@@H]1CCCN1C(=O)[C@@H](NC(=O)N1CCOCC1)c1ccccc1,1
Oc1ccccc1/C=N/NC(=S)NC1CC2CC1C1C=CCC21 (stereo not given),-2
O=C(C[C@@H]1C/C=C/CC[C@H](Cc2ccc(F)cc2)C(=O)O[C@H](c2ccccc2)CNC1=O)NCCO,0

# Shown as a hit in TbREL1 inh, of those listed so far:
Structure,TbREL1 inh
O=C1CCCCC1Nc1ccc([N+](=O)[O-])cc1 (stereo not given),18*

# Other records follow:
Structure,TbREL1 inh
O=C(CCc1ccc(S(=O)(=O)N2CCOCC2)cc1)Nc1ccccc1F,2
CCOc1ccc(CNn2nnnc2N)cc1,6
CCC(C)NC(=O)C1CCCN(S(=O)(=O)c2ccc(-n3cnnn3)cc2)C1 (stereo not given),1
CN(C)c1ccc(CNS(=O)(=O)c2ccc3c(c2)C(C)(C)C(=O)N3C)cc1,-5
C/C(=N/NC(=O)c1ccc(Br)o1)c1ccncc1,0
Cc1cc(N2CCN(C(=O)c3ccco3)CC2)c2ccccc2n1,1
Cc1ccccc1C(=O)N1CCc2c([nH]c3ccccc23)C1C(F)(F)F (stereo not given),0
CC(=O)c1sc2nc(CSc3nnnn3-c3ccccc3)[nH]c(=O)c2c1C,0
CCN(Cc1nc(-c2ccccc2)no1)C(=O)c1ccco1,-3
Cc1cc(O)c(/C=N/Nc2ccccc2)c(=O)o1,1
CC(C)CN1C=C2C(=O)C(C)(OC(=O)CCc3ccccc3)C(=O)C=C2C=C1c1ccc(C#N)cc1 (stereo not given),-2
N#Cc1ccc(S(=O)(=O)NC[C@H]2O[C@@H](n3cnc4c(N)ncnc43)[C@H](O)[C@@H]2O)cc1,4

# Further results.
Structure,TbREL1 inh
CCOc1ccc(N2CC(=O)N(c3ccc(OCC)cc3)CC2=O)cc1,0
COc1cc(Cl)c(C)cc1NC(=O)Cn1c(NCCO)nc2ccccc21,0
CC(=O)Nc1ccc(S(=O)(=O)N2CCC(NC(C)=O)(c3cccc(F)c3)CC2)cc1,5
O=C(CCCn1c(SCC(=O)c2ccccc2)nc2ccccc2c1=O)NCC1CCCO1 (stereo not given),-1
COc1ccc(CCN(C)C(=O)c2ccc(S(=O)(=O)NCc3ccco3)cc2)cc1OC,2
COc1ccc(-n2c(Cc3cccn3C)nnc2SCC(=O)Nc2ccccc2OC)cc1,-4
CCN(CC(=O)Nc1ccc(OC)cc1)CC(=O)N1CC(=O)Nc2ccccc21,1
COc1ccc(-c2csc(NC(C)c3nc4cc(Cl)c(N5CCCCC5)cc4n3CCOCCO)n2)cc1 (stereo not given),-4
CCn1c2ccccc2c2cc(NC(=O)COC(=O)c3cc(Cl)c(N)cc3OC)ccc21,12*
Cc1cccc(OCC(=O)Nc2ccc(S(=O)(=O)Nc3onc(C)c3C)cc2)c1C,-5
COc1ccc(CNC(=O)COC(=O)c2cc3ccccc3cc2O)cc1OC,2
CCOC(=O)CON1C(=O)C(=O)N(OCC(=O)OCC)[C@H]2CCCC[C@H]21,0

# Two entries picked at random from those above, as already listed:
Structure,TbREL1 inh
Cc1ccc(-c2c(C)c(-c3ccc(F)cc3)nc(N)c2C#N)o1,0
O=C(CCc1ccc(S(=O)(=O)N2CCOCC2)cc1)Nc1ccccc1F,2

# The list goes on:
Structure,TbREL1 inh
COc1cc(-c2csc(C)n2)ccc1O,3
CCn1c(CSc2nc3ccccc3s2)nnc1SCC(=O)c1ccc(Cl)cc1,-4
O=C(NCCCn1ccnc1)/C(=C\c1cccnc1)NC(=O)c1cccc(Br)c1,4
O=C(OCC(=O)N1CCCCCC1)c1ccc[nH]c1=O,0
O=C(c1ccccc1)N1CCc2ccccc21,-2
CCOC(=O)c1csc(NC(=O)CSc2nnnn2CC)n1,2
COc1cccc(/C=N/NC(=O)c2ccc(=O)n(C)c2)c1OC,1
FC(F)(F)c1ccc(Oc2ccc3c(C(F)(F)F)cc(C(F)(F)F)nc3n2)cc1,2
CCN(CC)S(=O)(=O)c1cc(C(=O)O)ccc1Cl,5
CC1(C)CC2CC(C)(CN2C(=O)c2cc(-c3ccc(O)cc3)on2)C1 (stereo not given),-5
CCOc1ccc(CSCCNC(=S)Nc2ccc(OC)cc2)cc1,-9
Cc1noc(NS(=O)(=O)c2ccc(NC(=O)/C=C/c3ccc(C(C)C)cc3)cc2)c1C,-1

# Next part
Structure,TbREL1 inh
CCC(C)(C)n1nnnc1C(c1ccc(O)cc1)N1CCc2ccccc2C1 (stereo not given),-1
NC(=O)c1cc([N+](=O)[O-])c(Cl)cc1NCc1ccncc1,7
O=C(Nc1ccon1)c1nc[nH]c1C(=O)N1CCN(c2ccccc2)CC1,1
COc1ccc(N2CC(C(=O)N3CCN(c4ccccc4F)CC3)CC2=O)cc1 (stereo not given),0
CCOc1ccccc1Nc1nnc(SCc2ccc(C(=O)OC)o2)s1,4
CCN(CC)S(=O)(=O)c1ccc(C(=O)OCn2nnc3ccccc3c2=O)cc1,-5
COc1ccc(N2CCN(C(=O)CSc3nc4[nH]ncc4c(=O)n3-c3cccc4ccccc34)CC2)cc1,-5
CC(C)NC(=O)c1cc2c(-c3ccc(Cl)cc3)nn(C)c2s1,6
CCc1nc(NCc2ccc3c(c2)OCO3)c2oc3ccccc3c2n1,3
CC(C)Oc1cccc(C2NC(=O)c3ccccc3O2)c1 (stereo not given),-2
Cc1nc2nc(SCC(=O)NCc3ccco3)nn2c(C)c1Cc1c(F)cccc1Cl,1
COCCCN1CN=C(NS(=O)(=O)c2ccc(C)cc2)NC1,-5

# Remaining list, next part
Structure,TbREL1 inh
N#CCC(=O)Nc1ccc(C(=O)OCC(=O)N2CCCC2=O)cc1,2
Cc1c(C#N)c(N)c(C(=O)c2ccccc2)n1Cc1ccccc1,4
CCc1ccc(OCC(=O)NNC(=O)CSc2ncnc3sc(C)c(C)c23)cc1,-2
COc1ccccc1CCC(=O)OCC(=O)Nc1cc(C)nn1-c1ccccc1,2
O=C(O)c1ccccc1SCC(=O)N1c2ccccc2Sc2ccccc21,-1
COCC(C)n1c(SCC(=O)N2CC(=O)Nc3ccccc32)nc2ccccc2c1=O (stereo not given),-3
Cc1ccc2nc3n(c(=O)c2c1)-c1ccccc1C(=O)NC3Cc1ccccc1 (stereo not given),-1
Cc1ccc(-n2c(SCC(=O)NN=Cc3c[nH]c4ccccc34)nnc2-c2ccccc2)cc1,1
CC1=NN(c2ccccc2)C(=O)/C1=C/N(C)C,12*
COc1ccc(CCNC(=O)c2cc3c(=O)n(C)c4ccccc4c3n2C)cc1OC,-1
COc1ccc(CNS(=O)(=O)c2ccccc2Br)c(OC)c1,-1

# Screening data from PubChem BioAssay.

# Not all compounds are listed, so the mix of outcomes need not match the whole.
